Bcl-xL primary: blocks human Bcl-xL binding to Bim BH3 peptide; AID 2129; GST-Bcl-xL / FITC-Bim BH3 peptide fluorescence polarization; actives 0.7% (n = 320,000); Q07817; inhibition, % at 10.9 µM;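 active means inhibition above the mean of all tested compounds plus 3 SD, cutoff set per campaign, cut at about 30% in these data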;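 further: 0% = DMSO wells and 100% = unlabeled Bim-BH3 peptide competitor; inhibitors lower millipolarization by displacing the labeled peptide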
Target sequence (Q07817 whole entry, looked up): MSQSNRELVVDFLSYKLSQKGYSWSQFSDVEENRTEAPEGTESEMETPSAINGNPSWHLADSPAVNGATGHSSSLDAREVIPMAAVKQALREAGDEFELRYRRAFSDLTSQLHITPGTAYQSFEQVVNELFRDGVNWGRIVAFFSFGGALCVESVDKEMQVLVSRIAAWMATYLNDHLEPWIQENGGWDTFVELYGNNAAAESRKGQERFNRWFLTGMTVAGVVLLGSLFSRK
MCL1-BIM inh: MCL1-BIM-BH3 interaction inhibition (human); actives 0.68% (n = 320,000); Q07820; inhibition, % at 10.9 µM; AID 2057; GST-MCL1 / FITC-Bim-BH3 fluorescence polarization;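 active means inhibition above the mean inhibition of all tested compounds plus 3 SD, set per campaign, cut at about 40% in these data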;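 further: 0% = DMSO wells and 100% = unlabeled Bim-BH3 peptide control; higher means more loss of mP so more displacement of Bim peptide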
TPT1 inhibitor: C. albicans TPT1 enzyme inhibition | recombinant caTPT1, FP RNA substrate dephosphorylation | AID 1962 | actives 0.81% (n = 300,000) | inhibition, % at 5 µM;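 active means inhibition above the mean of all tested compounds plus 3 SD, set per screening campaign, cut at about 24% in these data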;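 further: plate controls were DMSO alone for no effect and ferristatin control at 100 nM for full effect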
Fam108B counter: blocks mouse Fam108B hydrolase in RBBP9 counter-screen; AID 1947; actives 0.33% (n = 300,000); recombinant Fam108B, FP-Rh probe fluorescence polarization; inhibition, % at 9.51 µM;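 active means inhibition above the screen mean inhibition plus 3 SD, computed separately per campaign, cut at about 18% in these data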;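 further: inhibitors lower polarization as less probe binds the enzyme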
PAD4 inh: blocks human protein arginine deiminase 4. Q9UM07. recombinant PAD4, RCA probe fluorescence polarization. actives 0.41% (n = 330,000). inhibition, % at 6.36 µM;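 active means percent inhibition above a cutoff equal to the mean of all tested compounds plus 3 SD, cut at about 15% in these data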;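 further: 0% = PAD4 with RCA probe and DMSO and 100% = probe without PAD4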
MEX-5 binding: C. elegans MEX-5 TCR-2 RNA binding activity. Q9XUB2. MEX-5/FITC-TCR2 RNA binding, fluorescence polarization; hits give low values. activity score (negative = inhibition of binding), % at 10 µM. actives 0.38% (n = 300,000);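 active means inhibition past about -25% in most replicates, and total fluorescence under double the plate's negative control median, limit read from the data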;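 further: 0% = DMSO and -100% = 5 µM competing unlabeled TCR2 RNA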
GLD-1 TGE inh: GLD-1-TGE RNA interaction inhibition (C. elegans); inhibition, % at 5.96 µM; actives 0.44% (n = 320,000); purified GLD-1 + fluorescein TGE RNA, fluorescence polarization; Q17339;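 active means percent inhibition above a per-plate cutoff, the plate mean of test compounds plus 3 SD, cut at about 30% in these data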;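 further: 0% = DMSO wells with GLD-1 and probe and 100% = wells lacking GLD-1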
Target sequence (Q17339 whole entry, looked up): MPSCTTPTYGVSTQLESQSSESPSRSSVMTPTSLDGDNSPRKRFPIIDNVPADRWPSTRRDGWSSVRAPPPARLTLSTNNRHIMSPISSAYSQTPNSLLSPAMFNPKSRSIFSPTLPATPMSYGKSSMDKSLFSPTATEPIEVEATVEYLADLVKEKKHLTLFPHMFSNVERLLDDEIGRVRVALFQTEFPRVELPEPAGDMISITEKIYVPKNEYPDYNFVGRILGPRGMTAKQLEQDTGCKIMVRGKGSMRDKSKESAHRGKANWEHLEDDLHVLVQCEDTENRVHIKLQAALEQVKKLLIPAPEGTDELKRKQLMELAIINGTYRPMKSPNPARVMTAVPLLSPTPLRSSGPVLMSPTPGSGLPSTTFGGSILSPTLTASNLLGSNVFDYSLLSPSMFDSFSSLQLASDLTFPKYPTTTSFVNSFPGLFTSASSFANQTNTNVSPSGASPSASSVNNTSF
PME-1 primary: blocks human protein phosphatase methylesterase 1. actives 0.53% (n = 320,000). AID 2130. Q9Y570. inhibition, % at 5.9 µM. recombinant PME-1, FP-Rh probe fluorescence polarization;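 active means inhibition above the campaign mean of all compounds plus 3 SD, cut at about 26% in these data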;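 further: competitive labeling of PME-1 active site by serine hydrolase directed probe; 0% = PME-1 with DMSO and 100% = wells lacking PME-1 enzyme; inhibitors block probe labeling so polarization falls and inhibition rises; many of its hits are not listed in these tables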
Target sequence (Q9Y570 whole entry, looked up): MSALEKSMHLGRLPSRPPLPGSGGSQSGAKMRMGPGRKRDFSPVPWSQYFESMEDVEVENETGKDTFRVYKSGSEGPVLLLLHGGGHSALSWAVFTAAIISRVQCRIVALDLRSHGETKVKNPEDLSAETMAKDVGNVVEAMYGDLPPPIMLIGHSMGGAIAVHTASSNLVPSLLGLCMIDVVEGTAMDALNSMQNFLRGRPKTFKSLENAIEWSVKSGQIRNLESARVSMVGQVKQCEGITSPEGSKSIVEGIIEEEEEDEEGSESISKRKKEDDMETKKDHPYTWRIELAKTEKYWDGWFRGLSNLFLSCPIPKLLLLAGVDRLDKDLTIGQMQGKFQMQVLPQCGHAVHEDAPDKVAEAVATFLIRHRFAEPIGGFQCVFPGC
GSTO1 counter: blocks human GSTO1 in RBBP9 counter-screen; P78417; recombinant GSTO1, activity-based probe fluorescence polarization; actives 1.1% (n = 300,000); inhibition, % at 5.96 µM;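 active means inhibition above the campaign mean inhibition plus 3 SD, cut at about 35% in these data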;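 further: 0% = GSTO1-1 with DMSO and 100% = wells lacking GSTO1-1 enzyme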
Starred values were filed as active, the others as inactive. Only part of the results is shown; count on the stated rates, not on these rows.

Cc1ccc2nc3c(cc(C(=O)NCc4ccco4)c(=N)n3C3CCCC3)c(=O)n2c1 was read as Bcl-xL primary 69*, MCL1-BIM inh 83*, TPT1 inhibitor -1, Fam108B counter 1, PAD4 inh 1, MEX-5 binding -12, GLD-1 TGE inh 37*, PME-1 primary -1 and GSTO1 counter -6.
CCOC(=O)CN1C(=O)C(O)(CC(=O)c2cccc(OC)c2)c2ccccc21 (stereo not drawn) was read as Bcl-xL primary 7, MCL1-BIM inh 7, TPT1 inhibitor 0, Fam108B counter 0, PAD4 inh -5, MEX-5 binding 1.6, GLD-1 TGE inh 3, PME-1 primary -1 and GSTO1 counter 5.
Screening CC(c1ccccc1)N1CC(C(=O)Nc2nccs2)CC1=O (stereo not drawn) returned Bcl-xL primary 1, MCL1-BIM inh 2, TPT1 inhibitor -1, Fam108B counter -1, PAD4 inh 0, MEX-5 binding 4.4, GLD-1 TGE inh 5, PME-1 primary -1 and GSTO1 counter 3.
For O=c1c2ccccc2c(/C=N/c2ncn[nH]2)c(O)n1Cc1ccccc1 the results were Bcl-xL primary 3, MCL1-BIM inh 7, TPT1 inhibitor 2, Fam108B counter -6, PAD4 inh -11, MEX-5 binding -2.8, GLD-1 TGE inh -1, PME-1 primary -3 and GSTO1 counter -21.
`CCCN1CCN(S(=O)(=O)c2ccc3c(c2)OCCO3)CC1` gave Bcl-xL primary 6, MCL1-BIM inh 8, TPT1 inhibitor 0, Fam108B counter 1, PAD4 inh -1, MEX-5 binding 2.4, GLD-1 TGE inh 1, PME-1 primary 3 and GSTO1 counter 6.
`Cc1nc(-c2ccc(F)cc2)c(CC(=O)NCC(=O)Nc2ccc(F)c(F)c2)s1` gave Bcl-xL primary -2, MCL1-BIM inh -9, PAD4 inh -3, GLD-1 TGE inh 4 and PME-1 primary -1.
Screening O=C(CCC(=O)NCCCc1ccccc1)NCCCc1ccccc1 returned Bcl-xL primary 1, MCL1-BIM inh 8, TPT1 inhibitor -3, Fam108B counter 1, PAD4 inh -1, MEX-5 binding 1.2, GLD-1 TGE inh -3, PME-1 primary 10 and GSTO1 counter 0.
`COCC(=O)N1CCC(n2nccc2NC(=O)CCOc2ccccc2)CC1` gave Bcl-xL primary 6, MCL1-BIM inh -4, TPT1 inhibitor -3, Fam108B counter 3, PAD4 inh -1, MEX-5 binding 0.7, GLD-1 TGE inh 5, PME-1 primary -4 and GSTO1 counter 13.
Screening Cc1ccc(C)c(C(=O)Cn2c(NCCO)nc3ccccc32)c1 returned Bcl-xL primary 1, MCL1-BIM inh 6, TPT1 inhibitor 3, Fam108B counter -5, PAD4 inh -4, MEX-5 binding -1.6, GLD-1 TGE inh 5, PME-1 primary -1 and GSTO1 counter 6.
`Cc1cc(Cl)ccc1NC(=O)CCC(=O)O` gave Bcl-xL primary 1, MCL1-BIM inh -11, TPT1 inhibitor -3, Fam108B counter 5, PAD4 inh -4, MEX-5 binding -1.5, GLD-1 TGE inh -2, PME-1 primary -2 and GSTO1 counter 4.
`O=C1O/C(=C/C(=O)N2CCOCC2)c2ccccc21` gave Bcl-xL primary 4, MCL1-BIM inh 0, TPT1 inhibitor -3, Fam108B counter 5, PAD4 inh -6, MEX-5 binding 1.1, GLD-1 TGE inh 3, PME-1 primary 1 and GSTO1 counter 2.
CCSc1nnc(-c2ccccc2NC(C)=O)c(=O)[nH]1 was read as Bcl-xL primary 5, MCL1-BIM inh 2, TPT1 inhibitor -5, Fam108B counter 1, PAD4 inh 4, MEX-5 binding 3.1, GLD-1 TGE inh 3, PME-1 primary 4 and GSTO1 counter -2.

Already shown: an excerpt of the list.
CCOC(=O)CN1C(=O)C(O)(CC(=O)c2cccc(OC)c2)c2ccccc21 (stereo not drawn) was read as Bcl-xL primary 7, MCL1-BIM inh 7, TPT1 inhibitor 0, Fam108B counter 0, PAD4 inh -5, MEX-5 binding 1.6, GLD-1 TGE inh 3, PME-1 primary -1 and GSTO1 counter 5.
Screening CC(c1ccccc1)N1CC(C(=O)Nc2nccs2)CC1=O (stereo not drawn) returned Bcl-xL primary 1, MCL1-BIM inh 2, TPT1 inhibitor -1, Fam108B counter -1, PAD4 inh 0, MEX-5 binding 4.4, GLD-1 TGE inh 5, PME-1 primary -1 and GSTO1 counter 3.

The listing continues:
COc1ccc(CC(=O)O/N=C(\N)c2ccc(C)cc2)cc1 was read as Bcl-xL primary -2, MCL1-BIM inh -2, TPT1 inhibitor -1, Fam108B counter 2, PAD4 inh -1, MEX-5 binding -0.2, GLD-1 TGE inh -4, PME-1 primary -8 and GSTO1 counter 3.
`Cc1cc(N)ccc1N=Nc1c(C)n(C)n(-c2ccccc2)c1=O` gave Bcl-xL primary -1, MCL1-BIM inh -4, TPT1 inhibitor 7, Fam108B counter 0, PAD4 inh 2, MEX-5 binding -0.1, GLD-1 TGE inh -3, PME-1 primary 2 and GSTO1 counter 0.
For O=C1C(=O)N(CCS(=O)(=O)c2ccccc2)c2ccc(Cl)cc21 the results were Bcl-xL primary -5, MCL1-BIM inh -5, TPT1 inhibitor -1, Fam108B counter 4, PAD4 inh 4, MEX-5 binding -2.6, GLD-1 TGE inh 2, PME-1 primary 4 and GSTO1 counter 43*.
Screening C=CCn1c(N)c(C(=O)Nc2ccccc2)c2nc3ccccc3nc21 returned Bcl-xL primary 24, MCL1-BIM inh 22, TPT1 inhibitor -2, Fam108B counter 4, PAD4 inh -8, MEX-5 binding -4.9, GLD-1 TGE inh -3, PME-1 primary 9 and GSTO1 counter 15.
Screening CCCCC(=O)Nc1cc(OC)c(NC(=O)C2CCCCC2)cc1OC returned Bcl-xL primary 4, MCL1-BIM inh 4, TPT1 inhibitor -2, Fam108B counter 0, PAD4 inh 1, MEX-5 binding 1.6, GLD-1 TGE inh -3, PME-1 primary -3 and GSTO1 counter 8.
`COC(=O)c1c(NC(=O)c2ccco2)sc2c1CCN(C(C)=O)C2` gave Bcl-xL primary 1, MCL1-BIM inh -7, TPT1 inhibitor 1, Fam108B counter 3, PAD4 inh -1, MEX-5 binding -1.1, GLD-1 TGE inh -1, PME-1 primary 3 and GSTO1 counter -2.
Screening COc1ccc(C(=O)NNC2=NC(C)(C)Cc3cc(C)c(C)cc32)cc1 returned Bcl-xL primary -4, MCL1-BIM inh 0, TPT1 inhibitor 2, Fam108B counter -1, PAD4 inh -2, MEX-5 binding 0.3, GLD-1 TGE inh 4, PME-1 primary 0 and GSTO1 counter 8.
Cc1[nH][nH]c(=O)c1N=Nc1ccc(Cl)cc1 was read as Bcl-xL primary -5, MCL1-BIM inh -13, TPT1 inhibitor -2, Fam108B counter 0, PAD4 inh 1, MEX-5 binding -2.1, GLD-1 TGE inh 1, PME-1 primary 2 and GSTO1 counter 4.
O=C(NCc1ccco1)C(=O)NCC1OCCCN1S(=O)(=O)c1ccc(Cl)cc1 (stereo not drawn) was read as Bcl-xL primary 2, MCL1-BIM inh 10, TPT1 inhibitor -1, Fam108B counter 2, PAD4 inh 0, MEX-5 binding -1.0, GLD-1 TGE inh 4, PME-1 primary -2 and GSTO1 counter 5.
For COc1ccc(CCNC(=O)c2c(N)no[n+]2[O-])cc1OC the results were Bcl-xL primary 5, MCL1-BIM inh 96*, TPT1 inhibitor 0, Fam108B counter 3, PAD4 inh 3, MEX-5 binding -3.0, GLD-1 TGE inh 6, PME-1 primary -3 and GSTO1 counter 13.
`Cc1ccc2occ(/C=N/O)c(=O)c2c1` gave Bcl-xL primary 4, MCL1-BIM inh 5, TPT1 inhibitor 8, Fam108B counter 4, PAD4 inh -5, MEX-5 binding 0.2, GLD-1 TGE inh -44, PME-1 primary -2 and GSTO1 counter 34.
`Cc1c(NC(=O)COC(=O)C23CC4CC(CC(Br)(C4)C2)C3)c(=O)n(-c2ccccc2)n1C` gave Bcl-xL primary 7, MCL1-BIM inh 4, TPT1 inhibitor 6, Fam108B counter 5, PAD4 inh 2, MEX-5 binding -1.2, GLD-1 TGE inh 5, PME-1 primary -2 and GSTO1 counter 1.
`O=C(c1ccccc1F)N(Cc1cccnc1)Cc1cc2cc3c(cc2[nH]c1=O)OCCO3` gave Bcl-xL primary 2, MCL1-BIM inh 3, TPT1 inhibitor 2, Fam108B counter 8, PAD4 inh 1, MEX-5 binding -0.2, GLD-1 TGE inh 4, PME-1 primary 4 and GSTO1 counter 11.
`Cc1cc(C(=O)Nc2cccc(C(=O)O)c2)c(C)o1` gave Bcl-xL primary -3, MCL1-BIM inh -5, TPT1 inhibitor 2, Fam108B counter -3, PAD4 inh 2, MEX-5 binding -3.4, GLD-1 TGE inh 11, PME-1 primary -4 and GSTO1 counter -4.
Screening Cc1ccc(Nc2cc(C)nc3c(C)ccc([N+](=O)[O-])c23)cc1 returned Bcl-xL primary 7, MCL1-BIM inh 9, TPT1 inhibitor -2, Fam108B counter 0, PAD4 inh -9, MEX-5 binding -2.3, GLD-1 TGE inh 4, PME-1 primary 7 and GSTO1 counter 3.
CSC1=NCCN1S(=O)(=O)c1ccc2ccccc2c1 was read as Bcl-xL primary 6, MCL1-BIM inh 2, TPT1 inhibitor 0, Fam108B counter 4, PAD4 inh 0, MEX-5 binding -1.5, GLD-1 TGE inh 5, PME-1 primary 0 and GSTO1 counter 15.

Copied from the results shown, 7 compounds:
For COc1ccc(CCNC(=O)c2c(N)no[n+]2[O-])cc1OC the results were Bcl-xL primary 5, MCL1-BIM inh 96*, TPT1 inhibitor 0, Fam108B counter 3, PAD4 inh 3, MEX-5 binding -3.0, GLD-1 TGE inh 6, PME-1 primary -3 and GSTO1 counter 13.
`Cc1ccc2occ(/C=N/O)c(=O)c2c1` gave Bcl-xL primary 4, MCL1-BIM inh 5, TPT1 inhibitor 8, Fam108B counter 4, PAD4 inh -5, MEX-5 binding 0.2, GLD-1 TGE inh -44, PME-1 primary -2 and GSTO1 counter 34.
`Cc1c(NC(=O)COC(=O)C23CC4CC(CC(Br)(C4)C2)C3)c(=O)n(-c2ccccc2)n1C` gave Bcl-xL primary 7, MCL1-BIM inh 4, TPT1 inhibitor 6, Fam108B counter 5, PAD4 inh 2, MEX-5 binding -1.2, GLD-1 TGE inh 5, PME-1 primary -2 and GSTO1 counter 1.
`O=C(c1ccccc1F)N(Cc1cccnc1)Cc1cc2cc3c(cc2[nH]c1=O)OCCO3` gave Bcl-xL primary 2, MCL1-BIM inh 3, TPT1 inhibitor 2, Fam108B counter 8, PAD4 inh 1, MEX-5 binding -0.2, GLD-1 TGE inh 4, PME-1 primary 4 and GSTO1 counter 11.
`Cc1cc(C(=O)Nc2cccc(C(=O)O)c2)c(C)o1` gave Bcl-xL primary -3, MCL1-BIM inh -5, TPT1 inhibitor 2, Fam108B counter -3, PAD4 inh 2, MEX-5 binding -3.4, GLD-1 TGE inh 11, PME-1 primary -4 and GSTO1 counter -4.
Screening Cc1ccc(Nc2cc(C)nc3c(C)ccc([N+](=O)[O-])c23)cc1 returned Bcl-xL primary 7, MCL1-BIM inh 9, TPT1 inhibitor -2, Fam108B counter 0, PAD4 inh -9, MEX-5 binding -2.3, GLD-1 TGE inh 4, PME-1 primary 7 and GSTO1 counter 3.
CSC1=NCCN1S(=O)(=O)c1ccc2ccccc2c1 was read as Bcl-xL primary 6, MCL1-BIM inh 2, TPT1 inhibitor 0, Fam108B counter 4, PAD4 inh 0, MEX-5 binding -1.5, GLD-1 TGE inh 5, PME-1 primary 0 and GSTO1 counter 15.
